mIDH1 inhibitor = human IDH1 R132H inhibition. O75874. IDH1-R132H enzyme, NADPH consumption, diaphorase/resazurin fluorescence. Potency, µM (series often up to 76.6 µM), for the others: top-dose activity change, negative = inhibition, hits mostly inhibitors. 0.093% of 390,000 active; also: potency is read from the fitted curve at half-maximal effect; % is scaled to controls: 0 for no effect and ±100 for the full control effect; nearly all actives have a fitted effect of over 65% in size
Target sequence (O75874 whole entry R132H, stated change not applied): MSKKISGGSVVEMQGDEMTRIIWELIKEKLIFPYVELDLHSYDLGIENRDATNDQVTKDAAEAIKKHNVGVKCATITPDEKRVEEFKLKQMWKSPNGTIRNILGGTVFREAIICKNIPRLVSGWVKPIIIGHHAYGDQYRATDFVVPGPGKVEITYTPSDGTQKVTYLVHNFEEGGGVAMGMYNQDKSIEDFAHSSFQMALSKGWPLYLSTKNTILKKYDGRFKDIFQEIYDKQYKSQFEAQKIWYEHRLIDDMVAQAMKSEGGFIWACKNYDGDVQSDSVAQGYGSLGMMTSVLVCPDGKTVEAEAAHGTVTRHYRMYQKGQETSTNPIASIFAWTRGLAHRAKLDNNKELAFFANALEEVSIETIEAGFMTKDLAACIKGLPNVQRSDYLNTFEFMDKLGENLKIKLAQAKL
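IDH1-R132H (0.5 ug/mL dispensed) in pH 7.5 Tris buffer was preincubated 30 min with compound, then given a substrate mix of 0.016 mM NADPH and 2 mM alpha-KG for 80 min at room temperature; remaining NADPH was read by diaphorase/resazurin fluorescence.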
USP1 inh = blocks the human USP1/UAF1 deubiquitinase complex; O94782; recombinant USP1/UAF1, Ub-Rhodamine cleavage fluorescence; Potency, µM (doses to about 57.1 µM), inactives show at the highest dose activity change, negative = inhibition, usual class: inhibitors; 0.23% of 390,000 active; AID 743255; also: potency is read from the fitted curve at half-maximal effect; % is scaled to controls: 0 for no effect and ±100 for the full control effect; nearly all actives have a fitted effect of over 60% in size; inactives centre near -12
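High-throughput fluorogenic screen: 1nM USP1/UAF1 complex, Ub-Rho substrate 150nM final, 50mM HEPES pH 7.8 with 0.5mM EDTA, 0.1 mg/ml BSA, 1mM TCEP and 0.01% Tween-20.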
TRHR ag = agonists of human TRH receptor; P34981; 0.18% of 360,000 active; TRHR cells, calcium flux fluo-8, FDSS agonist mode; activation, % at 2 µM; AID 493084; in the data active = activation above about 30%; also: 0% is about no effect
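Steps: seed TRHR cells overnight; add fluo-8 no-wash Ca dye, RT 30 min–1.5 h; record 10 s baseline; pin-transfer compounds; monitor fluorescence 1 cycle/s for the agonist window. Calcium increases flag candidate agonists.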
PI4K2A block = PI4K2A (human) kinase inhibition; 0.13% of 420,000 active; activity change, negative = inhibition, % at 76.9 µM; purified PI4K2A, ADP-Glo luminescence, 1 h; stronger effect = lower value; Q9BTU6; AID 1346378; in the data active = activity change below about -50%; inconclusive = mostly about -30% to -49%;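 also: -100% = wells without enzyme as full effect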
Target sequence (Q9BTU6 whole entry, looked up): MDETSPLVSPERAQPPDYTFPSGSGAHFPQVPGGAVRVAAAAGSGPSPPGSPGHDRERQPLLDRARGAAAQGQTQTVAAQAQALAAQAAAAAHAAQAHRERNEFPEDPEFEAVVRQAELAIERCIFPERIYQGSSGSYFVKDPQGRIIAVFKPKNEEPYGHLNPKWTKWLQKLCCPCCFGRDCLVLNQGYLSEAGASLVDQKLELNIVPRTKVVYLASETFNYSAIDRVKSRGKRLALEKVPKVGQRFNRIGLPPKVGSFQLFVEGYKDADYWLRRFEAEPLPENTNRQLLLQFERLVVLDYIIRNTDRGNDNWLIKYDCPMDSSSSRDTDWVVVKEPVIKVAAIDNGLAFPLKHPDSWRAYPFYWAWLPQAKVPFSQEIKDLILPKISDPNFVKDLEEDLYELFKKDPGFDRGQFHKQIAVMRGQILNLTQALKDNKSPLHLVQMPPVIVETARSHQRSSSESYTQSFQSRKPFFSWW
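In this quantitative HTS, ADP production by PI4K2A was quantified luminescently after 1 h at ambient temperature; 100 microM adenosine served as plate-quality control.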
rTrxR1 inhibitor = blocks rat thioredoxin reductase 1; O89049; recombinant rTrxR1, NADPH fluorescence consumption, selenite substrate; Potency, µM (titrated, usually from 114 µM), without a hit: at the top dose activity change, negative = inhibition, usual class: inhibitors; 1% of 390,000 active; AID 588453; also: potency is read from the fitted curve at half-maximal effect; % is scaled to controls: 0 for no effect and ±100 for the full control effect; nearly all actives have a fitted effect of over 65% in size
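Rat TrxR1 (90 nM in the dispensed reagent) was pre-reduced with 400 uM NADPH for 5 min at room temperature, then incubated with compound for 15 min. After 400 uM selenite was added, NADPH fluorescence (Ex 340/Em 450 nm) was followed for 8 min.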
TrxR1 substrate = substrates of rat thioredoxin reductase 1. O89049. purified TrxR1 substrate turnover, NADPH consumption readout. Potency, µM (titrated, usually from 114 µM), for inactives: at the highest dose activity change, negative = substrate turnover. 0.01% of 390,000 active. AID 588456; also: potency is read from the fitted curve at half-maximal effect; % is scaled to controls: 0 for no effect and ±100 for the full control effect; nearly all actives have a fitted effect of over 50% in size
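Rat TrxR1, dispensed at 90 nM, was prereduced with 400 uM NADPH (final) for 5 min at ~22 deg C, then incubated with compound 15 min before 400 uM selenite. A first-read NADPH fluorescence drop versus no-compound background flagged substrates.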
D2 antagonist = D2 dopamine receptor (human) antagonism | AID 485344 | P14416 | inhibition, % at 10 µM | HEK293 TREx D2 cells, calcium flux, dopamine EC80 | 2% of 340,000 active; in the data active = inhibition above about 30%; also: 0% is about no effect
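Calcium flux kinetic readout in an inducible HEK293 TREx D2 line plated overnight at 30 C. After 180 s compound exposure, an EC80 dopamine challenge follows with another 180 s kinetic read to detect antagonism.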
D2 agonist = agonists of human D2 dopamine receptor | P14416 | HEK293 T-REx D2 cells, calcium flux agonist mode | activation, % at 2 µM | 0.53% of 340,000 active | AID 485358;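 active = activation over 3 SD above normal in the single-dose calcium agonist read, cut at about 30% in these data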; also: 0% is about no effect
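In this primary screen, compounds producing a positive calcium signal within 180 s of addition to tetracycline-induced, force-coupled HEK293 Trex D2 cells are flagged; cells are dye-loaded with a no-wash calcium kit beforehand.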
TRHR enhancer = allosteric enhancers of human TRH receptor. TRHR cells, fluo-8 calcium fluorescence, EC20 TRH enhancement. enhancement, % at 2 µM. 0.66% of 360,000 active; in the data active = enhancement above about 30%; also: 0% is about no effect
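TRHR-expressing cells loaded with fluo-8 calcium dye were read kinetically (ex 480/em 530) during compound addition, then stimulated with an EC20 of TRH (10 nM final). Enhancement of the Gq-mediated intracellular calcium response was scored.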
An asterisk follows results filed as active; ? = inconclusive; nt = no result given; [ ] = dose if it differs, or a comment. Unless noted, calls follow the shape of the dose curve; as a rule, active = well fitted inhibition curve with a large enough effect; inconclusive = small, poorly fitted or top-dose-only effect; inactive = no such curve, though single readings can be large or run the other way.

SMILES | mIDH1 inhibitor | USP1 inh | TRHR ag | PI4K2A block | rTrxR1 inhibitor | TrxR1 substrate | D2 antagonist | D2 agonist | TRHR enhancer
Cc1c(NS(=O)(=O)c2cccc(C(=O)NCc3cccc(Cl)c3)c2)c(=O)n(-c2ccccc2)n1C | 2% | -5% | nt | -4 | -4% | -6% | nt | nt | nt
CCC(c1ccccc1)c1nc(-c2cccnc2)no1 (stereo unspecified) | 12% | -14% | -1.1 | -2 | -1%[57.1 µM] | -7% | 2 | -0.6 | -5
CC(=O)c1ccc(NC(=O)CN2CCC(C(=O)c3ccc(F)cc3)CC2)cc1 | 3% | -16% | 2.2 | 5 | 10%[57.1 µM] | -6%[57.1 µM] | -1 | -0.4 | 7
O=C(NCCc1ccccc1)c1ccc(NC(=O)C2CCCC2)cc1 | -2% | -6% | nt | -3 | 19% | -1% | nt | nt | nt
COc1ccc(S(=O)(=O)N2CCOCC2)cc1NC(=O)CN1C(=O)NC(C)(C2CC2)C1=O (stereo unspecified) | 1% | -6% | -0.7 | 3 | 11% | -1% | -5 | -0.6 | 5
Cc1cc(C)c(C#N)c(SCS(=O)Cc2ccccc2)n1 (stereo unspecified) | -5% | -18% | -0.5 | 2 | 26% | 6% | -13 | -1.2 | 6
CC(C)(C)C1CCc2oc3ccc(NS(=O)(=O)c4cc(Cl)ccc4Cl)cc3c2C1 (stereo unspecified) | 12% | -15% | 0.6 | -4 | -4% | -4% | nt | 0.5 | 0
Cn1ncc2c(Nc3cccc4ccccc34)ncnc21 | -2% | -5% | -0.3 | -4 | 14% | 2% | -20 | -1.5 | 10
COc1cccc(NC(=O)Nn2cnnc2)c1 | 6% | -17% | 1.0 | 0 | 30% | 7% | 4 | 0.0 | 5
C=CCNC(=S)NNC(=O)c1cccn(Cc2ccc(Cl)cc2Cl)c1=O | 2% | -13% | 1.0 | 2 | -7% | 0% | -3 | 0.8 | -8
COc1ccc2cc(C3CC(c4cccs4)=NN3C(C)=O)c(Cl)nc2c1 (stereo unspecified) | 2% | -8% | 0.9 | 1 | 18%[57.1 µM] | -15%[57.1 µM] | -17 | 0.0 | -1
COc1ccc(NC(=O)CN(C)C(=O)/C=C/c2cn(Cc3ccccc3)nc2-c2cccnc2)cc1 | 7% | -7% | -0.8 | 2 | -8% | -11% | -4 | -0.1 | -1
COc1ccc(NC(=O)c2cc(S(=O)(=O)N3CCCC3)cn2C)cc1Cl | 1% | -24% | -0.2 | -1 | 13%[57.1 µM] | 8%[57.1 µM] | 38* | -0.3 | -1
CC(C)(C)C(=O)COC(=O)c1ccc2c(c1)C(=O)N(Cc1ccco1)C2=O | 15% | -21% | -0.3 | 0 | 0% | 2% | -2 | -0.2 | -1
Cc1cccc(CCNc2ncnc3onc(-c4ccc(Cl)cc4)c23)c1 | -3% | -18% | 0.6 | -2 | 11% | -3% | nt | 0.6 | -8
O=C(CSc1nccc(=O)[nH]1)NCc1ccco1 | -5% | -19% | 1.5 | -3 | 25% | 2% | -15 | -1.0 | 3
COc1ccc(-c2cc(C(=O)N3CCCC(C(F)(F)F)C3)c3ccccc3n2)cc1 (stereo unspecified) | 3% | -31% | 0.4 | 2 | -31% | 113%[activator] | 7 | -0.2 | -12
COc1ccc(NS(=O)(=O)c2cc(C)ccc2NC(=O)c2cc(C)oc2C)cc1 | -3% | -2% | -1.3 | -2 | 12% | 6% | 6 | -1.0 | 14
COc1ccc(C(=O)OCC(=O)NC(C)CCc2ccccc2)cc1 (stereo unspecified) | 12% | 0% | -0.3 | 4 | 0%[57.1 µM] | 9%[57.1 µM] | 16 | -1.1 | 1
CCS(=O)(=O)Nc1ccc(C2=NN(C(=O)c3ccco3)C(c3ccc(C)cc3)C2)cc1 (stereo unspecified) | 9% | -16% | 0.3 | -7 | 7% | 15% | 0 | -1.1 | 7
COc1ccc(CCC(=O)N2CCCC(Nc3ccc(C)c(C)c3)C2)cc1OC (stereo unspecified) | 2% | -10% | 0.1 | 0 | 13% | 1% | -4 | 0.3 | 2
O=C(COn1nnc2ccc(S(=O)(=O)N3CCOCC3)cc21)Nc1c(F)c(F)c(F)c(F)c1F | 1% | -18% | 0.2 | -1 | 9% | 5% | nt | nt | -7
O=C(CCCc1ccccc1)Nc1ccccn1 | 5% | -23% | -1.4 | 1 | 8% | -2% | 5 | 0.2 | 4
COc1ccc(-c2csc3nc(-c4cccnc4)nc(Cl)c23)cc1OC | 1% | -15% | -0.5 | 3 | -6% | -4% | -3 | 21 | -1
Cc1ccc(S(=O)(=O)NC2CC3CCC2C3)cc1 (stereo unspecified) | 2% | -24% | nt | 2 | 25%[57.1 µM] | 8%[57.1 µM] | nt | nt | nt
CN=c1scc(-c2ccco2)n1/N=C/c1ccc(O)c(O)c1 | 5% | -3% | 0.0 | -15 | ? | -6% | 28 | 36* | 4
Cc1cccn2cc(-c3cccc(NC(=O)C(C)C)c3)nc12 | nt | -14% | -0.6 | 2 | 28% | 31%[activator] | nt | -0.2 | 4
Cc1nn(-c2ccccc2)c(C)c1N | -7% | -20% | -1.2 | 0 | 11% | -2% | 2 | -1.1 | -2
Cc1cc(C)c2c(-n3cccc3)c(C(=O)NCCc3ccccc3)sc2n1 | -11% | -8% | -0.2 | -3 | 17% | 4% | nt | -0.9 | -3
O=C1OC(/C(=C\Nc2cc(Cl)ccc2O)[N+](=O)[O-])c2ccccc21 (stereo unspecified) | -11% | -6% | 0.0 | -10 | -27%[57.1 µM] | 2%[57.1 µM] | 0 | 1.0 | 2
Cc1ccc(-c2ccccc2NC(=O)CCl)o1 | 1% | -20% | -0.3 | 4 | -82% | 8%[57.1 µM] | -25 | -1.2 | 20
Cc1ccc(C)c(N2CCN(C(=O)Cn3nc(Cc4cccnc4)c4ccccc4c3=O)CC2)c1 | -17% | 0% | -1.0 | -9 | 1% | -8% | nt | -0.7 | 1
COc1ccccc1-c1nnc(NC(=O)c2ccc(S(=O)(=O)N3CCCC3)cc2)o1 | -7% | -19% | -0.3 | -2 | 3% | -9% | 9 | 0.1 | 29
COc1ccc(CNS(=O)(=O)c2ccc3c(c2)NC(=O)C(C)C(=O)N3)cc1 (stereo unspecified) | 6% | 9% | -0.3 | -16 | -3% | -10% | nt | -1.4 | 5
COC(=O)c1c(NC(=O)C(C)(C)C)sc2c1C(C(=O)OC)CC2 (stereo unspecified) | 3% | -13% | -0.9 | 3 | 3% | 6% | -10 | -0.1 | 3
CC(C)NC(=O)Cn1c(=O)nc(-c2ccccc2F)c2cc(Cl)ccc21 | -8% | -7% | 0.7 | 2 | 13%[57.1 µM] | 13%[57.1 µM] | nt | 0.0 | -6
COc1cc(Cl)cc(C=O)c1OCC(=O)O | 8% | -21% | -0.6 | -2 | -13% | -11% | 4 | 0.8 | 4
O=C(O)C1CC=CCC1C(=O)Nc1ccccc1Cl (stereo unspecified) | -2% | 0% | 0.3 | -3 | 6%[57.1 µM] | -7% | -1 | -0.6 | -3
COc1ccc(CNC(=O)c2ccc(NC(=O)N3CCSc4ccccc43)cc2)cc1 | -15% | 6% | -0.2 | 0 | 15% | 2% | nt | -0.1 | -1
CN(C)c1ccc(C=Nc2ccc(N(C)C)cc2)cc1 | 23% | ? | 0.3 | -17 | -41% | 0%[57.1 µM] | 13 | 0.6 | -5
CN(C)c1ccc(C(CNC(=O)COc2ccc(Cl)cc2)N2CCCC2)cc1 (stereo unspecified) | 1% | -22% | 1.1 | 0 | 16% | 1% | -7 | -0.4 | 6
COc1ccc(C(C)(C)C)cc1NC(=O)COC(=O)c1nc2nccc(C)n2n1 | 3% | 0% | -0.2 | 0 | 8% | -3% | nt | nt | -1

In the list so far, these contain a thiophene ring, fused or not.
SMILES | mIDH1 inhibitor | USP1 inh | TRHR ag | PI4K2A block | rTrxR1 inhibitor | TrxR1 substrate | D2 antagonist | D2 agonist | TRHR enhancer
COc1ccc2cc(C3CC(c4cccs4)=NN3C(C)=O)c(Cl)nc2c1 (stereo unspecified) | 2% | -8% | 0.9 | 1 | 18%[57.1 µM] | -15%[57.1 µM] | -17 | 0.0 | -1
COc1ccc(-c2csc3nc(-c4cccnc4)nc(Cl)c23)cc1OC | 1% | -15% | -0.5 | 3 | -6% | -4% | -3 | 21 | -1
Cc1cc(C)c2c(-n3cccc3)c(C(=O)NCCc3ccccc3)sc2n1 | -11% | -8% | -0.2 | -3 | 17% | 4% | nt | -0.9 | -3
COC(=O)c1c(NC(=O)C(C)(C)C)sc2c1C(C(=O)OC)CC2 (stereo unspecified) | 3% | -13% | -0.9 | 3 | 3% | 6% | -10 | -0.1 | 3
